PAFAH1B3 inh: inhibitors of human PAFAH1B3 | inhibition, % at 3.39 µM | AID 492972 | 0.28% of 340,000 active | recombinant PAFAH1B3, FP-rhodamine probe, fluorescence polarization;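 active = inhibition above the screen-wide average of all tested compounds plus 3 SD, cut at about 25% in these data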;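 also: 0% = enzyme with DMSO only and 100% = wells lacking PAFAH1B3 protein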
PAD4 inh: PAD4 (human) enzyme inhibition | Q9UM07 | recombinant PAD4, RCA probe fluorescence polarization | inhibition, % at 6.36 µM | 0.41% of 330,000 active | AID 485272;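 active = percent inhibition above a cutoff equal to the mean of all tested compounds plus 3 SD, cut at about 15% in these data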;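 also: 0% = PAD4 with RCA probe and DMSO and 100% = probe without PAD4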
Target sequence (Q9UM07 whole entry, looked up): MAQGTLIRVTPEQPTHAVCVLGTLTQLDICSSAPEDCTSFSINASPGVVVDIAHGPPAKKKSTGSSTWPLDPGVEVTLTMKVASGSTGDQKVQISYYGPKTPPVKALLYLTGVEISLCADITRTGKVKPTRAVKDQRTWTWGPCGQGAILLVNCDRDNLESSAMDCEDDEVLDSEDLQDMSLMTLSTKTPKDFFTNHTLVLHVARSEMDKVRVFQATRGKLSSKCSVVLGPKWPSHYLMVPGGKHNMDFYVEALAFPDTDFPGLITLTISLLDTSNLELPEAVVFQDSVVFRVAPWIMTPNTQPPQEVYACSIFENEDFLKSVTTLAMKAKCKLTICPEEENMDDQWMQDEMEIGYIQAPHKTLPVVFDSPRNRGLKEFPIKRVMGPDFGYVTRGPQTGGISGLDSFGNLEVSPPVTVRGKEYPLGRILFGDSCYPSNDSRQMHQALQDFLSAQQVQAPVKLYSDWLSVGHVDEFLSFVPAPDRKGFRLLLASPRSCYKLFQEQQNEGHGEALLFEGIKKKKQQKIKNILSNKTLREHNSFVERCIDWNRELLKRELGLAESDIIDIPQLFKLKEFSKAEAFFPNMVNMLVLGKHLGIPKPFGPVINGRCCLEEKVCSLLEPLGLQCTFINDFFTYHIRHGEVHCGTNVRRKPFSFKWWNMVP
LYPLA2 inh: LYPLA2 (human) inhibition in PME1 counter-screen; inhibition, % at 5.9 µM; recombinant LYPLA2, FP-Rh probe fluorescence polarization; O95372; 0.38% of 320,000 active;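 active = inhibition above the screen-wide mean plus 3 SD, limit set per campaign, cut at about 26% in these data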;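 also: 0% = LYPLA2 with DMSO and 100% = wells lacking LYPLA2 enzyme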
PAFAH1B2 FP inh: blocks human PAF acetylhydrolase 1b catalytic subunit 2. AID 492953. 1.2% of 340,000 active. inhibition, % at 3.39 µM. recombinant PAFAH1B2, FP-rhodamine activity probe, fluorescence polarization;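 active = inhibition above the mean of all tested compounds plus 3 SD, cut at about 24% in these data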;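 also: 0% = enzyme with DMSO and 100% = wells lacking PAFAH1B2; many of its hits are not listed in these tables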
GSTO1 counter: counter-screen for RBBP9 inhibitors: inhibitors of human GSTO1 | P78417 | recombinant GSTO1, activity-based probe fluorescence polarization | inhibition, % at 5.96 µM | 1.1% of 300,000 active | AID 1974;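 active = inhibition above the campaign mean inhibition plus 3 SD, cut at about 35% in these data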;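 also: 0% = GSTO1-1 with DMSO and 100% = wells lacking GSTO1-1 enzyme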
PREPL inhibitor: inhibits the human prolyl oligopeptidase-like enzyme; recombinant PREPL, fluorescence polarization activity-based probe; 0.68% of 320,000 active; inhibition, % at 5.96 µM; Q4J6C6; in the data active = inhibition above about 43%;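 also: 0% = enzyme with DMSO and 100% = wells lacking enzyme; many of its hits are not listed in these tables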
pPAFAH inh: pPAFAH (human) enzyme inhibition | recombinant pPAFAH, FP-rhodamine probe fluorescence polarization | inhibition, % at 3.39 µM | 1.5% of 330,000 active;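 active = inhibition above the mean inhibition across the screen plus 3 SD, cut at about 25% in these data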;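 also: inhibitors block binding of the rhodamine activity-based probe so polarization drops; 0% = enzyme with DMSO and 100% = wells lacking pPAFAH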
PME-1 primary: PME-1 (human) inhibition. Q9Y570. recombinant PME-1, FP-Rh probe fluorescence polarization. inhibition, % at 5.9 µM. 0.53% of 320,000 active. AID 2130;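 active = inhibition above the campaign mean of all compounds plus 3 SD, cut at about 26% in these data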;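 also: competitive labeling of PME-1 active site by serine hydrolase directed probe; 0% = PME-1 with DMSO and 100% = wells lacking PME-1 enzyme; inhibitors block probe labeling so polarization falls and inhibition rises; many of its hits are not listed in these tables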
Target sequence (Q9Y570 whole entry, looked up): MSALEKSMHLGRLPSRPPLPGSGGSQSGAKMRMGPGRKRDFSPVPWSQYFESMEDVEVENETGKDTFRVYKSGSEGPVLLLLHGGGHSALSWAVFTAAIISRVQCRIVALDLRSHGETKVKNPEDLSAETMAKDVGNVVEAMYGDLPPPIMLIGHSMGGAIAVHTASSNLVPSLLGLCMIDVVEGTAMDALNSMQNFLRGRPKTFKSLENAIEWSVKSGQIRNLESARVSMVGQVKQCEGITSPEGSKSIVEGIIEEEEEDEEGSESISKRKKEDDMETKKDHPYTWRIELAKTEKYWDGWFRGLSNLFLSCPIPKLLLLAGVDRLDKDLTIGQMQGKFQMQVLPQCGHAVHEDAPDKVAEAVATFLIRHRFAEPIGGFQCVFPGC
LYPLA1 inh: counter-screen for PME1 inhibitors: inhibitors of human LYPLA1; recombinant LYPLA1, FP-Rh probe fluorescence polarization; inhibition, % at 5.9 µM; 0.16% of 320,000 active; AID 2174;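 active = inhibition above the mean of all tested compounds plus 3 SD, set per campaign, cut at about 14% in these data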;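 also: inhibitors block serine hydrolase probe labeling of LYPLA1 so polarization falls; 0% = enzyme with DMSO and 100% = wells lacking LYPLA1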
* hit, by the source's call; / = not tested or not shown. This is a subset; count on the stated rates, not on these rows.

mol,PAFAH1B3 inh,PAD4 inh,LYPLA2 inh,PAFAH1B2 FP inh,GSTO1 counter,PREPL inhibitor,pPAFAH inh,PME-1 primary,LYPLA1 inh
O=C(c1cc([N+](=O)[O-])ccc1Cl)N1c2ccccc2Sc2ccccc21,-1,3,6,4,0,-8,0,-4,-1
C#CCSc1nc(-c2ccccc2)cc(C(F)(F)F)c1C#N,9,-11,-15,1,-4,-5,1,-16,-5
CCCCOc1ccc(C(=O)N(C)CC(=O)Nc2ccc(C)cc2)cc1,6,2,1,5,-2,1,2,-2,-3
CCOc1ccc(-c2nn[nH]n2)cc1OCC,11,-11,-4,-2,-4,1,-5,-13,-3
CN(C)CCSc1nc(-c2ccccc2)nc2c1CCCC2,/,-1,3,/,8,1,4,-4,0
COc1ccc(-n2c(CN3CCN(c4ccccc4)CC3)nc3ccc([N+](=O)[O-])cc3c2=O)c(OC)c1,13,3,4,9,1,29,4,5,-2
C/C(=N\NC(=O)CSCc1ccc(Cl)cc1)c1ccc(NC(=O)c2ccccc2)cc1,5,3,5,1,13,-5,-4,-5,2
COC(=O)c1sc(S(=O)(=O)N2CCC(C)CC2)c(C(=O)OC)c1C,-5,4,3,3,5,15,2,-2,3
CCOC(=O)c1cc(-c2ccccc2)sc1NC(=S)Nc1cc(C)ccn1,8,-2,2,4,4,10,2,5,3
Cc1ccc(S(=O)(=O)NCCC(=O)OCC(=O)N(Cc2ccccc2)C(C)(C)C)cc1,4,-2,10,7,-9,2,6,10,4
CC(CNC(=O)c1cc(Cl)ccc1[N+](=O)[O-])NC(=O)c1cc(Cl)ccc1[N+](=O)[O-] (stereo unspecified),-1,0,-2,3,6,7,0,-3,2
COc1ccc(N2C(=NC(=O)C3CCCCC3)SC3CS(=O)(=O)CC32)cc1Cl (stereo unspecified),9,1,5,4,6,-15,4,-2,-3
COc1ccc(CN(C)C(=O)c2cccc(C(=O)N(C)Cc3ccc(OC)cc3)c2)cc1,8,-6,0,3,-3,4,4,1,-1
Cc1ccc(NC(=O)Cn2nnc(C(=O)NCCc3ccccc3)c2N)cc1Cl,0,-5,-6,-4,-4,-9,1,-11,-2
COc1ccc(NC(=O)c2c(C)oc3c2CCCC3)cc1,8,-3,-1,4,3,-2,1,2,-1
Cc1ccc(OCCN(C)C(=O)CC2C(=O)NCCN2CC(C)(C)C)cc1 (stereo unspecified),-1,-4,0,3,1,20,7,1,2
Cc1ccc(/C=N/n2c(C)nnc2C)cc1,-4,2,0,1,13,-3,3,-4,-5
Cc1cccc2cc(C(c3nnnn3C3CCCC3)N3CCOCC3)c(=O)[nH]c12 (stereo unspecified),-1,-2,2,3,4,11,-10,3,1
Cc1ccc(NC(=O)CSc2nc3ccccc3c3nc(CCc4c(C)n[nH]c4C)nn23)cc1F,-6,-1,-10,-6,-5,-6,-10,-10,-8
CCOC(=O)/C=C/C(=O)OCC(=O)Nc1cccc(Cl)c1Cl,8,-4,6,-5,1,8,0,-7,3
C(=N\Nc1nc2ccccc2[nH]1)/c1cccs1,5,-2,-3,4,1,19,0,-17,-3
CN(C)C(=O)CCc1ccc2c3c([nH]c2c1)[C@]1(C)[C@@H](C(=O)N2CCCCC2)C[C@H](CC(=O)NCc2cccc(C(F)(F)F)c2)C(=O)N1CC3,9,-1,/,2,/,/,15,/,/
CCN(CC)c1ccc(C(=O)NC(=S)Nc2cc(S(=O)(=O)N3CCOCC3)ccc2-n2cncn2)cc1,-2,2,-5,-3,5,-3,7,-2,-2
COc1cccc(CNCc2ccc(SC)cc2)c1OC,4,3,6,3,17,20,1,-2,3
CCOC(=O)c1c(NC(=O)CSc2nnc3c(Cl)cc(Cl)cn23)sc2c1CCC2,7,3,4,4,30,4,10,5,1
CC1(C)CC(=O)c2cc(OCC(=O)N3CCOCC3)ccc2O1,7,-1,2,-1,-2,0,1,0,3
CC1=C(C(=O)O)N2C(=O)C(NC(=O)c3ccn(C)n3)C2SC1 (stereo unspecified),2,1,-3,3,9,-5,2,-2,-1
Cc1[nH]c(=O)[nH]c(=O)c1CSCC(=O)OCC(=O)c1ccc(Br)cc1,-2,1,-1,19,19,-3,5,-3,0
CCOC(=O)C(NC(=O)c1ccccc1OCC)(Nc1ncccn1)C(F)(F)F (stereo unspecified),1,5,0,-1,10,13,3,-4,-2
CN1CCN(S(=O)(=O)c2ccc(C(=O)Nc3ccccc3)cc2)CC1,8,-5,4,6,2,1,3,-2,0
CCn1c(=O)cc(OCC(=O)NCCc2cccc(C)c2)c2ccccc21,14,-1,2,-2,-4,-8,4,0,0
CCOC(=O)N1CCN(Cc2cc(=O)oc3cc4c(cc23)CCC4)CC1,10,0,16,2,0,12,5,3,4
CCOc1ccc(CSCCNC(=S)Nc2ccccc2)cc1,4,1,16,8,6,11,7,4,2
COc1ccccc1N=Nc1[nH]c2ccc(C)cc2c1O,6,-3,-3,5,1,8,2,-1,0
Cc1nnc(SCC(=O)Nc2ccc(-c3nc4ccccc4s3)cc2)s1,-3,-3,1,-3,-8,9,-2,-25,-1
O=C(c1ccc2c(c1)OCO2)C1CCCN(Cc2cn[nH]c2-c2ccccc2)C1 (stereo unspecified),3,-4,-3,3,0,-12,1,0,0
O=S(=O)(c1ccccc1)N1CCN(Cc2ccccc2C(F)(F)F)CC1,-1,-2,-1,-1,8,-1,0,-4,1
CCSc1nnc(NC(=O)NCC(F)(F)F)s1,2,-9,0,-4,1,-6,-1,-2,3
CCCCS(=O)(=O)NC1=NCN(CC)CN1,-3,1,-7,5,-5,5,2,-3,0
CCCCN(CC(O)COc1cccc(C)c1)CC(O)COc1cccc(C)c1 (stereo unspecified),-10,0,-4,4,-2,-32,0,-3,-1
Cc1ccc(Cn2nc(C)c(NC(=O)c3nn(C)cc3Cl)c2C)cc1,-7,0,0,-4,8,10,3,3,-2
S=C(Nc1ccccc1)Nc1cccc(Br)c1,7,-6,-1,9,-2,11,1,1,0
COc1ccccc1C(=O)Nc1ccc(OC(C)C(=O)N2CCOCC2)cc1 (stereo unspecified),3,-2,-4,4,/,9,-2,2,1
COc1ccc(NC(=O)C2=Cc3cccc(OC)c3OC2)cc1,7,-4,-3,2,8,-1,1,1,-1
Cc1ccc(-n2c(CC#N)n[nH]c2=S)c(C)c1,11,7,-3,4,8,6,2,5,-5
CCOC(=O)C1C(=O)CC(C)(O)C(C(=O)OCC)C1c1ccc(NC(C)=O)cc1 (stereo unspecified),-3,6,-3,-2,2,5,-1,-1,1
Cc1ccc(C2(C)NC(=O)N(CC(=O)Nc3cc(C)on3)C2=O)cc1 (stereo unspecified),-1,-2,-6,6,6,2,0,7,-4
O=C(O)/C=C/C(=O)Nc1cccnc1,5,-2,-2,-4,4,7,2,1,-3
CC1CCc2sc3ncn4nc(C(=O)NCc5ccco5)nc4c3c2C1 (stereo unspecified),15,1,7,7,-12,0,4,5,4
Cn1c(SCC(=O)N/N=C/c2ccc(O)c(O)c2)nc2ccccc21,1,2,-9,0,52*,-1,9,-1,0
CCOc1cc(/C=C(\C#N)c2nc3ccccc3[nH]2)ccc1OC(C)C(=O)O (stereo unspecified),5,-11,0,1,-14,41,9,-1,-4
COc1cccc(CNC(=O)c2ccc(C)c(NC3=NC4CS(=O)(=O)CC4S3)c2)c1 (stereo unspecified),-12,2,-3,2,6,29,0,-4,3
Cc1ccccc1C(=O)NNc1ccc([N+](=O)[O-])cc1,6,1,4,0,5,12,4,-2,2
Cc1nn(CCCC(=O)NCc2ccccc2)c(C)c1[N+](=O)[O-],-1,5,-4,-1,2,-2,-6,1,-2
Cc1ccc(C(=O)c2ccc([N+](=O)[O-])cc2)c(C)c1,-1,-5,21,3,6,17,6,8,-1
COCCCn1c(=O)c2ccccc2n(CC(=O)Nc2ccc3c(c2)OCCO3)c1=O,1,4,-4,7,2,1,1,1,1

(list continues)
mol,PAFAH1B3 inh,PAD4 inh,LYPLA2 inh,PAFAH1B2 FP inh,GSTO1 counter,PREPL inhibitor,pPAFAH inh,PME-1 primary,LYPLA1 inh
Cc1ccc2c(-c3csc(N)n3)c[nH]c2c1,/,-22,-5,/,-11,28,5,51*,-14
O=C(CSc1cn(CC(=O)N2CCCC2)c2ccccc12)NCC1CCCO1 (stereo unspecified),-1,-1,5,-2,9,8,0,0,4
COC(=O)Nc1ccc(NC(C)=O)cc1,6,1,2,0,3,-4,-1,-6,0
COc1ccc(Cn2nnc3c(=O)[nH]c(C(=O)NCCc4ccc(F)cc4)nc32)cc1OC,6,-2,-5,-1,-6,6,3,-3,0
O=c1oc(/C=C/c2ccc([N+](=O)[O-])s2)nc2ccccc12,-2,-6,-3,7,19,-6,6,3,-2
CCOC(=O)c1cccc(NC(=O)C2CCCN(S(=O)(=O)c3c(C)n[nH]c3C)C2)c1 (stereo unspecified),8,-4,0,0,3,-29,6,-4,-4
COc1ccc(Br)cc1-c1noc(-c2ccccc2F)n1,-1,-1,3,5,3,-22,-7,-5,-1
COc1ccccc1CNC(=O)CN(c1ccc(C)cc1)S(=O)(=O)c1c(C)nn(C)c1C,9,3,-3,2,-3,4,3,0,0
COc1ccc(CC/C(=N\O)C2(O)CCCCC2)cc1,11,4,-2,11,2,12,2,8,-2
O=C(CCCSc1nc2ccccc2[nH]1)Nc1nnc(C2CC2)s1,11,0,-7,-3,6,-4,-1,-2,1
Cc1ccc(OCC(=O)Nc2ccc(N3CCN(C(=O)c4ccco4)CC3)cc2)c(C)c1,3,-3,7,1,-5,55*,-2,-12,2
Cc1ccc(-n2c(C)cc(/C=C3/SC(=O)N(CC(=O)N4CCOCC4)C3=O)c2C)nc1,/,-4,5,/,-2,-3,-2,0,2
O=C(COC(=O)C(CO)NS(=O)(=O)c1ccc(Br)cc1)Nc1ccc2c(c1)OCCO2 (stereo unspecified),5,0,/,16,/,12,1,/,/
COc1ccc(C(=O)CCC(=O)O)c(C)c1,8,1,-2,-3,4,2,-2,2,-2
COC(=O)CCC(NC(=O)OCc1ccccc1)C(=O)NC(CC(C)C)C(=O)OC (stereo unspecified),5,1,-1,8,2,4,1,5,4
CCOc1cc(C(=O)O/N=C(\N)c2ccccn2)cc(OCC)c1OCC,3,4,-2,2,3,-14,2,-1,0
Cc1ccc(S(=O)(=O)N2c3ccccc3-c3c(ssc3=S)C2(C)C)cc1,7,8,6,-2,3,9,-1,5,3
CCCCN1CC(=O)N2[C@H]3c4ccc(OC)cc4OC[C@@H]3[C@H](C(=O)OCC)[C@]2(C)C1=O,4,-4,4,-3,/,21,0,-4,0
COc1ccc(C(=O)CN2CCN(S(=O)(=O)c3cccc([N+](=O)[O-])c3)CC2)cc1OC,2,-2,-1,-1,0,1,-3,-5,0
O=C(COC(=O)c1ncc(Cl)c(Cl)c1Cl)NC1CCCCCC1,4,-4,-6,5,4,8,18,4,-3
CC(C)N1CCc2c(sc(NC(=O)c3ccc(S(=O)(=O)N4CCOCC4)cc3)c2C#N)C1,12,-3,-4,0,-1,4,7,-2,-1

From PubChem
